GSK3beta inhib: inhibitors of human GSK3beta kinase | P49841 | GST-GSK3beta kinase, ADP-Glo luminescence, 60 min; active compounds read low | activity score (negative = inhibition), % at 10 µM | 0.038% of 300,000 active | AID 2097;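 active = more than half of replicate wells score below -50%, meaning over 50% inhibition versus plate controls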;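 note: 0% = median DMSO wells and -100% = median GW8510 positive control wells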
Target sequence (P49841 whole entry, looked up): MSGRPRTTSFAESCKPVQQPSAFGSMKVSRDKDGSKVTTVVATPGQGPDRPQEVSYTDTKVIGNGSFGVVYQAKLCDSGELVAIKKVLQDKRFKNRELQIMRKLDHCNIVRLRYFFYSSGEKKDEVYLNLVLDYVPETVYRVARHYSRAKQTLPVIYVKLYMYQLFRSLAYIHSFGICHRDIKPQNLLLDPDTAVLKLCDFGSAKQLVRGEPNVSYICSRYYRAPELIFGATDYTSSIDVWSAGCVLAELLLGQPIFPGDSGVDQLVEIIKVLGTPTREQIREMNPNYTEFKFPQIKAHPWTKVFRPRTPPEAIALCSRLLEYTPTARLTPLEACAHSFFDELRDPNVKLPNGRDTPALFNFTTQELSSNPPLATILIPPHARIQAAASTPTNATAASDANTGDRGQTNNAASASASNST
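Test system – GST-tagged human GSK3beta kinase, cell-free · Incubation – 60 min enzyme reaction, room temperature · Signal – ADP-Glo luminescence · Also added – peptide substrate and ATP at 25 µM · Controls – DMSO neutral wells and GW8510 at 20 µM as positive · Buffer or medium – Tris/MgCl2 kinase buffer · Measure – Luminescence-derived activity versus plate DMSO and GW8510 wells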
AI-2 QS modul: Vibrio harveyi AI-2 quorum sensing modulation. Vibrio harveyi JMH597 AI-2 luminescence/OD600 ratio, 9 h; active compounds read low; strain lacks LuxN and CqsS sensors; 0 = neutral-control median. 0.4% of 300,000 active. activity change, % at 7.5 µM; in the data active = activity change below about -75%, passing the limit was not always enough;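 note: luminescence divided by OD600 gain over 9 h not by final OD600 alone; inactives centre near 13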
KLF5 inhibitor: inhibitors of KLF5 expression; inhibition, % at 5 µM; AID 1700; 0.23% of 290,000 active; DLD-1 KLF5 promoter-luciferase reporter, luminescence;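 active = inhibition above a per-plate limit of that plate's mean compound inhibition plus 3 SD, cut at about 60% in these data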;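 note: 0% = DMSO wells and 100% = LY294002 at 200 µM; higher means less KLF5 promoter-driven luciferase light; inactives centre near -14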
HSP90 inh: HSP90 refolding inhibition in rabbit reticulocyte lysate | luciferase refolding luminescence, 3 h | inhibition, % at 5.6 µM | 0.91% of 290,000 active;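 active = inhibition above the screen-wide mean plus 3 SD, computed separately per campaign, cut at about 16% in these data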;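 note: 0% = DMSO wells and 100% = 60 µM geldanamycin wells; inhibitors lower the luminescence because luciferase stays unfolded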
HSF1 inh: HSF1 inhibition; AID 2098; NIH3T3-HGL HSE-luciferase, MG132-induced, luminescence 8 h; active compounds read low; activity change, negative = inhibition, % at 7.5 µM (by protocol); 0.77% of 300,000 active;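 active = more than half of replicate wells show activity change below -50%, luminescence cut by over half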;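 note: luciferase reports HSF-1 transcriptional activity via heat shock element; 0% = median of DMSO wells and -100% = zero luminescence signal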
IEC-6 cytotox: IEC-6 cytotoxicity, counter-screen for KLF5 inhibitors. inhibition, % at 5 µM. 0.78% of 290,000 active. luminescence viability; in the data active = inhibition above about 22%;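 note: 0% = plate median of test compound wells and 100% = cytotoxic reference compound wells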
HIF activator: HIF pathway transcriptional activation | U2OS HRE-luciferase reporter, luminescence; normalized: DMSO 0%, desferrioxamine 100% | activation, % at 7.5 µM (by protocol) | 0.32% of 300,000 active | AID 1910;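 active = mean activation of at least 10% of the iron chelator positive control signal, with at least half of replicates also reaching 10%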
aSyn UTR inh: 5' untranslated region of α-synuclein, MLPCN primary screen. alpha-synuclein 5'UTR reporter, inhibitor activity. AID 1813. 0.82% of 300,000 active. inhibition, % (tested at 7.5 µM); in the data active = inhibition above about 60%;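 note: H4 neuroglioblastoma cells stably carrying SNCA 5'UTR luciferase fusion; 0% = DMSO wells and 100% = positive control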
GSK3 alpha inh: blocks human GSK-3 alpha kinase; P49840; ADP-Glo luminescence, 60 min; inhibition, % at 10 µM; 0.1% of 320,000 active;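 in the data active = inhibition above about 50%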;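 note: GST-tagged GSK-3 alpha with peptide substrate and 25 µM ATP; 0% = DMSO neutral wells and 100% = GW8510 positive control wells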
Target sequence (P49840 whole entry, looked up): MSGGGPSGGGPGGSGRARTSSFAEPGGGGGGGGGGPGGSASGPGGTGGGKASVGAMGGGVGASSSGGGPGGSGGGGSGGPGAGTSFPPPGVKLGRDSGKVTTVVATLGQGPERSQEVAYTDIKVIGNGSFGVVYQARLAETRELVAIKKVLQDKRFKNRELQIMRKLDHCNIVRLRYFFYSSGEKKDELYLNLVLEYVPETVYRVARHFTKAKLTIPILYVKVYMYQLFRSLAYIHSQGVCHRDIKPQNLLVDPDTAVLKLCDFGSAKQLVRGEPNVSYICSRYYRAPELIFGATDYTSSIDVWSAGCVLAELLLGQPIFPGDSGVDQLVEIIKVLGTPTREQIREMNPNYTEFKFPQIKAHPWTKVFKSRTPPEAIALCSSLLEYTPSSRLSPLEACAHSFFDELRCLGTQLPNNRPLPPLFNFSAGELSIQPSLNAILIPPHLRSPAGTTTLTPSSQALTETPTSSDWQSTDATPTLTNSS
HSF-1 act: increases HSF-1 driven luciferase reporter signal. NIH3T3-HGL HSF-1 luciferase reporter, MG132, 8 h; 100% = twice DMSO control signal. activation, % at 9 µM. 1.7% of 300,000 active. AID 504408;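 active = mean replicate activation of at least 50% with a set share of replicates each reaching 50%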;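 note: 0% = median of the neutral control wells and 100% = twice that signal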
* marks the source's active call; other numbers are inactive results; . = not tested or not shown. The order is random (roughly 4.7% active in at least one column).

SMILES	GSK3beta inhib	AI-2 QS modul	KLF5 inhibitor	HSP90 inh	HSF1 inh	IEC-6 cytotox	HIF activator	aSyn UTR inh	GSK3 alpha inh	HSF-1 act
CCN(CC(=O)NCc1ccc(F)cc1)C(=O)COc1ccc(C)c(C)c1	-1	25	14	1	1	1	.	-12	-1	26
COc1nnc(-c2ccc(C)c(S(=O)(=O)NC(C)(C)CO)c2)c2ccccc12	1	0	-17	-4	-1	-7	1.0	-11	-5	6
CN(C)c1nc(SCC(=O)Nc2ccccc2)nc(N2CCOCC2)n1	-2	14	2	-1	-4	6	-0.3	-1	-1	-4
Cc1ccc(C(=O)OCC(=O)Nc2ccccc2)cc1NC(=O)c1ccco1	1	19	-19	0	-3	-2	0.8	-22	-2	9
O=C(NCc1ccccc1Br)C1CCCO1 (stereo not drawn)	-4	34	-16	0	-8	-11	-0.6	0	2	-9
COc1cc2sc(C)nc2c2sccc12	-1	-7	3	3	-1	8	-2.1	26	3	17
NN/C(=C\[N+](=O)[O-])Nc1ccccc1	0	13	-59	-3	13	1	0.1	-70	.	21
COC(=O)C(=Cc1ccc(-c2ccsc2C(=O)OC)o1)C(=O)OC	-2	14	-23	5	31	5	-0.1	-47	4	43
COc1cccc(/C=C/C(=O)Nc2ccc3c(c2)OCCO3)c1	2	15	-95	3	14	1	2.4	-94	-2	23
Cc1nnc(SCc2ccon2)n1-c1ccccc1	2	9	-8	-1	-8	-8	0.3	22	-6	-3
COc1ccc(C(=O)N/C(=C\c2cn(S(=O)(=O)N(C)C)c3ccccc23)C(=O)N2CCOCC2)cc1	1	-15	-31	0	0	-3	-0.4	7	0	22
CCN1C(=O)C2(C(C#N)=C(N)Oc3n[nH]c(-c4ccccc4)c32)c2ccccc21 (stereo not drawn)	0	15	-1	4	2	10	-0.8	-24	0	-3
CCOC(=O)c1c(C)[nH]c(C)c1S(=O)(=O)NCCN1CCN(c2ccccc2F)CC1	0	16	10	3	3	-1	-0.2	7	-2	3
O=C(CN1CCCC1)N/N=C/c1c(O)ccc2ccccc12	-1	-34	39	1	-16	4	28*	41	3	-17
CC(C)CC(=O)Nc1cccc(-c2cn3ccsc3n2)c1	3	6	-39	-2	13	-2	2.5	-126	-3	-3
O=C(NCc1cccnc1)Nc1cccc(F)c1	3	22	1	2	2	3	0.8	-40	1	5
CCOC(=O)NC(=O)C(/C=N/c1sccc1C(=O)OC)=C(\C)O	-17	-4	-2	-1	-4	-6	-0.4	15	13	-3
Cc1cc(C)cc(N(C(=O)CNC(=O)c2ccco2)C(C(=O)NC2CCCC2)c2cccnc2)c1 (stereo not drawn)	0	11	15	4	-1	3	-17	-2	-1	0
CCOc1ccc(OCC(=O)OC(C)C(=O)Nc2ccc(Cl)cn2)cc1 (stereo not drawn)	-5	41	.	.	0	.	-3.3	0	-3	5
Cc1cc(C)c2nc(SCC(=O)NNC(=O)c3ccco3)c(C)cc2c1	-1	18	-26	-2	0	-6	-0.9	36	-2	28
CN(C)c1ccc(CNn2cnnc2SCC(=O)NC(C)(C)C)cc1	1	30	-17	1	-4	0	0.6	-25	.	-6
Nc1ccc2c(c1)nnn2-c1ccccc1	2	0	-38	7	-13	-2	-1.8	-55	-3	-20
O=C(NCc1ccco1)c1cccc(NC(=O)c2ccco2)c1	-1	11	19	0	-8	3	-0.2	46	0	-19
Cc1ccccc1NC(=O)c1ccc(Cl)c(NC(=O)c2cccnc2)c1	2	12	-21	-3	-7	2	0.1	17	0	-4
COc1ccccc1NC(=O)CCS(=O)(=O)c1ccccc1	5	13	-3	5	-9	7	-0.1	2	-1	9

Brought forward from above: three entries, followed by the next part.
SMILES	GSK3beta inhib	AI-2 QS modul	KLF5 inhibitor	HSP90 inh	HSF1 inh	IEC-6 cytotox	HIF activator	aSyn UTR inh	GSK3 alpha inh	HSF-1 act
O=C(NCc1ccco1)c1cccc(NC(=O)c2ccco2)c1	-1	11	19	0	-8	3	-0.2	46	0	-19
Cc1ccccc1NC(=O)c1ccc(Cl)c(NC(=O)c2cccnc2)c1	2	12	-21	-3	-7	2	0.1	17	0	-4
COc1ccccc1NC(=O)CCS(=O)(=O)c1ccccc1	5	13	-3	5	-9	7	-0.1	2	-1	9
COc1ccc(C2CC(c3ccc4ccccc4c3OC(C)=O)=NN2C(C)=O)cc1 (stereo not drawn)	1	.	-166	6	56	6	5.2	-203	0	94*
C=CCNC(=O)N1CCCC(C(=O)c2cccc(Cl)c2)C1 (stereo not drawn)	-1	21	-5	-5	-8	-1	-0.6	-8	-3	-8
CCC(C)[C@H](NC(=O)CCn1nnc2ccccc2c1=O)C(=O)O (stereo partly drawn)	1	9	-7	-1	10	1	0.3	14	-1	-9
Cc1noc(/C=C/N(C)C)c1S(=O)(=O)N1CCc2ccccc21	.	.	-8	3	.	5	.	.	-2	.
Cc1ccc(CNS(=O)(=O)c2c(C)nc3scc(C)n3c2=O)cc1	1	20	-11	-4	3	-2	-0.3	-5	-2	10
CCCc1n[nH]c(=O)c2c1nnn2Cc1ccccc1	-2	20	-43	-2	-5	0	-0.4	22	4	15
O=c1ccsn1Cc1ccccc1	-3	65	-42	-1	8	1	0.2	-9	3	16
O=C(CSc1nc2c([nH]c3ccccc32)c(=O)n1-c1cccc(Cl)c1)N1CCOCC1	1	9	-7	4	-1	1	2.2	5	-2	12
Cc1cc(NC(=O)CCCC(=O)N(CC(=O)NCCc2ccccc2)Cc2ccc(F)cc2)no1	1	16	6	-2	-2	-5	-0.5	-11	-1	13
CS/C(=C\[N+](=O)[O-])Nc1ccccc1	-4	3	-16	-1	13	2	0.7	-1	-1	27
O=C(Nc1ccc(NC(=O)c2cccs2)c(Cl)c1)c1ccco1	2	27	1	3	-3	2	-0.6	-123	0	-12
O=C(CN1CCN(c2ccccc2)CC1)Nc1ccc2c(c1)OCCO2	2	21	-5	4	-3	5	0.5	14	-1	-10
CCC(C)[C@H]1CNCCN1CCc1cccc2ccccc12 (stereo partly drawn)	3	24	.	.	3	.	1.7	-8	3	-5
CCCC1C(C(=O)OCC)=C(C)NC(C)=C1C(=O)OCC	-1	38	-26	-3	4	-6	-0.1	8	-2	11
Cc1c(NC(=S)NC(=O)c2ccccc2Br)c(=O)n(-c2ccccc2)n1C	0	3	-18	3	-2	9	0.8	-17	0	-9
O=C(O)c1ccc(Cl)c(S(=O)(=O)Nc2ccc3cn[nH]c3c2)c1	-3	17	-12	-1	-10	-3	-0.3	-33	3	-13
COc1ccccc1CC(=O)Nc1ccc2c(c1)CCC2	2	4	3	-2	-9	3	0.8	1	5	4
CCSc1nnc(Cn2c(=O)sc3ccccc32)n1-c1ccccc1C	-1	20	12	-5	1	-1	-0.1	10	-1	5
CC1CCCN(Cc2c(C(=O)N3CCc4ccccc4C3)nc3ccc(Cl)cn23)C1 (stereo not drawn)	1	7	-4	-4	1	-1	0.7	-2	-3	-2
Cn1nnc2cc(C(=O)N3CCSCC3)ccc21	.	.	-11	0	.	-2	.	.	1	.
O=C(CNS(=O)(=O)c1ccc(F)cc1)N1CCCC1	-2	20	.	.	1	.	0.3	-6	-4	6
CC(c1ccco1)N(Cc1ccco1)C(=O)Nc1ccccc1 (stereo not drawn)	1	19	-13	1	-8	1	0.1	17	0	-21
COC(=O)c1c(C(=O)OC)c(-c2ccccc2)n2c1CS(=O)C2 (stereo not drawn)	2	12	-7	4	-1	1	-0.5	-8	5	-6
CN(C)c1ccc(C(=S)N2CCOCC2)cc1	.	.	-36	6	.	4	.	.	0	.
COc1ccc(Nc2cc(C(=O)NCCCN3CCOCC3)c3ccccc3n2)cc1OC	1	21	-8	7	-13	4	0.9	-49	-1	-6

Overlap with the part before: 2 entries, then new ones.
SMILES	GSK3beta inhib	AI-2 QS modul	KLF5 inhibitor	HSP90 inh	HSF1 inh	IEC-6 cytotox	HIF activator	aSyn UTR inh	GSK3 alpha inh	HSF-1 act
CN(C)c1ccc(C(=S)N2CCOCC2)cc1	.	.	-36	6	.	4	.	.	0	.
COc1ccc(Nc2cc(C(=O)NCCCN3CCOCC3)c3ccccc3n2)cc1OC	1	21	-8	7	-13	4	0.9	-49	-1	-6
O=C(COc1ccccc1)Nc1nccs1	-6	5	-127	10	20	6	1.4	-100	3	35
COc1ccc(CCNC(=O)C(=O)c2c(C)[nH]c3ccccc23)cc1	4	29	-13	-1	4	-3	-1.3	1	-11	2
CCCCc1ccc(-c2nc(NC(=O)C3C4CCC(O4)C3C(=O)O)sc2C)cc1 (stereo not drawn)	0	18	-70	-11	0	-3	1.9	-128	-1	-11
CCC(C)NCCOc1cccc(Br)c1 (stereo not drawn)	2	15	-3	11	-4	2	-0.3	9	-2	-13
Cc1csc(SCC(=O)NC(C)C2CC3CCC2C3)n1 (stereo not drawn)	0	14	.	.	0	.	-0.5	-11	-1	-3
O=C(COC(=O)c1cc(Cl)ccc1O)NNC(=O)c1ccc([N+](=O)[O-])cc1	3	-4	.	.	-37	.	-0.6	1	-3	-54
CCCc1cc2c(cc1NC(=O)c1ccccc1F)OCO2	2	10	0	5	-8	11	-0.1	1	.	6
Cc1nonc1C(=O)N/N=C/c1ccncc1	0	15	-36	3	0	-7	-0.3	-10	4	7
CC1(C)C2CCC1(C)C(NC(=O)CCN1CCCCC1)C2 (stereo not drawn)	3	33	-7	1	-5	5	-0.1	9	-2	2
NC(=O)C1(N2CCCCC2)CCN(C(=O)CSc2nc3ccccc3s2)CC1	1	11	-9	0	0	-2	-0.3	11	-2	1
O=C(NC(=S)NC1CCCCCC1)c1cncc(Br)c1	0	15	-53	1	8	11	3.2	-168	0	21
CC(C)c1ccc(N2C(=O)C(Cl)=C(N3CCOCC3)C2=O)cc1	1	36	-1	1	-5	-6	-0.1	6	-1	-6
NC(=O)NCC(c1ccccc1)C1CCCCC1 (stereo not drawn)	0	7	-3	-4	3	-2	0.6	-12	0	-4
COc1ccc(C2C(C#N)=C(N)N3C(=C2C#N)Sc2ccccc23)cc1 (stereo not drawn)	.	.	-7	0	.	8	.	.	1	.
CC(C)OC(=O)CCC1(C(=O)O)CCC(=O)NC1 (stereo not drawn)	-2	18	-16	4	-12	3	-0.7	-5	0	4
CC(=O)c1ccc(NC(=S)N2CCCCCC2)cc1	1	24	-47	-3	10	5	-0.9	-50	0	13
COc1ccc(N/C=C(/C(C)=O)c2ccccc2)cc1	-1	-5	11	0	-5	3	0.7	-37	3	7
CCN1CCN(C(=O)C2CCN(S(=O)(=O)N3CCC4(CC3)OCCO4)CC2)CC1	2	7	-25	-3	-6	-8	0.5	0	-2	-8
COc1cc(OC)c(C2C(C#N)=C(N)OC3=C2C(=O)CC(C)C3)cc1OC (stereo not drawn)	1	30	10	-1	-2	-1	0.1	-1	1	7
CCOC(=O)c1ccc(S(=O)(=O)NNC(=O)COc2cccc(C)c2)cc1	-6	-2	-4	-1	1	-4	-0.1	-19	-1	5
Cc1noc(C)c1S(=O)(=O)NCCc1ccc(S(N)(=O)=O)cc1	1	22	-23	0	-16	-5	0.0	-3	-8	-43

Bioassay records deposited in PubChem by several laboratories.
